# Arrestin-AP2 inh: human beta-arrestin and AP2 interaction inhibition; FITC-arrestin peptide / GST-AP2 beads, flow cytometry; AP2 beta2 appendage carries R879A mutation; inhibition, % at 10 µM; 340,000 compounds, 0.31% hits; AID 504490;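 active = inhibition above a set limit, near 3 SD of compounds lacking own fluorescence, cut at about 54% in these data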;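 also: plate controls were DMSO wells for no effect and 5 µM unlabelled arrestin peptide for full effect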
#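 Measured by: flow cytometry, FL1 (488/535 nm); Material: AP2 appendage R879A on GSH beads; Evaluation: percent response; Timing: pre-incubation 12 min, peptide binding 1 h, room temperature; Also added: 50 nM FITC-arrestin peptide; Medium: PBS with 0.05% Tween 20 and 0.1% BSA.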
# LANA DNA inh: inhibitors of KSHV LANA C-terminal domain DNA binding | MBP-C-LANA/FAM-LBS DNA binding, fluorescence polarization | inhibition, % at 9 µM | 340,000 compounds, 0.078% hits | AID 504423;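 active = highest replicate inhibition at or above 60% at 9 µM, even if other replicates fall short; inactive = all replicates below 60% inhibition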;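 also: 0% = neutral control wells and 100% = 4 µM acridine orange control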
# NSD2 inh: inhibitors of human histone methyltransferase NSD2; 310,000 compounds, 0.54% hits; NSD2 peptide methylation, AlphaScreen, 120 min; inhibition, % at 12.5 µM; in the data active = inhibition above about 50%
# SR-BI HDL uptake: blocks mouse SR-BI lipid uptake from DiI-HDL. Q61009. ldlA[mSR-BI] CHO cells, DiI-HDL uptake fluorescence, 3 h. inhibition, % at 12.5 µM. 320,000 compounds, 0.96% hits;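 active = mean replicate inhibition of at least 70% and a set share of replicates each scoring 70 or more; inconclusive = meets just one of the two criteria; inactive = fails both criteria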;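 also: 0% = median of neutral control wells and 100% = median of positive control wells; values of inactives mirror those of a sister screen read the other way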
# Target sequence (Q61009 whole entry, looked up): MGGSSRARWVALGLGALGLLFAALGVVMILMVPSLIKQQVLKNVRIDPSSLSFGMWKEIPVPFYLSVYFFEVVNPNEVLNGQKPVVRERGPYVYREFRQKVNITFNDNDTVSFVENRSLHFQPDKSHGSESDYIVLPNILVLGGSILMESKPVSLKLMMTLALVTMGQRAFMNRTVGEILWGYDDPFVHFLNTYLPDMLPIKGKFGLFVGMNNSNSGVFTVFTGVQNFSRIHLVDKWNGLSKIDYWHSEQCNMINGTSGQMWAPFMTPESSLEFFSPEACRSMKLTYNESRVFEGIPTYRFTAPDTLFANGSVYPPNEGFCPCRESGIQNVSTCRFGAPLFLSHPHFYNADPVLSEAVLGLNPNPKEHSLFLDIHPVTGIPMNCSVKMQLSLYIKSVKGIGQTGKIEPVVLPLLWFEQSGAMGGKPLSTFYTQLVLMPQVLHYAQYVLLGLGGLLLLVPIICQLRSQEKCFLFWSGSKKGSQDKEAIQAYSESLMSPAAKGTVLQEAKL
# PKA-R2B activ: activators of human PKA-R2B complex | activation, % at 11.4 µM | 340,000 compounds, 0.079% hits | PKA-R2B holoenzyme dissociation, Cy5-IP20 fluorescence polarization; R2B truncated from residue 108, S112A mutant; 0% DMSO only, 100% 113 µM cGMP;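 active = activation above a cutoff set at the mean over all compounds plus 3 SD, cut at about 18% in these data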;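 also: higher means more holoenzyme dissociation and a rise in polarization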
# Target sequence (P31323 whole entry, looked up, other chains not shown, the tested form may be a part): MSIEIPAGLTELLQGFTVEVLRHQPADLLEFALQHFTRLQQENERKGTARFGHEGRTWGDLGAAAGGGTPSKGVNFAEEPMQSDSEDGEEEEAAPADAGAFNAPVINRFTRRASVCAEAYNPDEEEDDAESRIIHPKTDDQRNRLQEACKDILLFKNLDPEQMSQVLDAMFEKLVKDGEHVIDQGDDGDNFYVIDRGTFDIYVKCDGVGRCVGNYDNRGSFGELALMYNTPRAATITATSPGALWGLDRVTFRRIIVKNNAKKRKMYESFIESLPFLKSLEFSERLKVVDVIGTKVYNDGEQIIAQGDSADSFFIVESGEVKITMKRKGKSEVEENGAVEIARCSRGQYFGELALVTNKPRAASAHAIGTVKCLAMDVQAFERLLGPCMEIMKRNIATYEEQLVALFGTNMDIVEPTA
# PvdQ inh: P. aeruginosa PvdQ acylase inhibition. purified PvdQ acylase, fluorescence plate reader. inhibition, % at 10 µM. 340,000 compounds, 0.063% hits. AID 488965; in the data active = inhibition above about 30%, passing the limit was not always enough; inconclusive = no clear call, values can overlap the other calls;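 also: 0% = vehicle neutral wells and 100% = reference inhibitor wells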
# SR-BI uptake up: activators of SR-BI mediated HDL lipid uptake. 320,000 compounds, 0.096% hits. activation, % at 12.5 µM. CHO ldlA[mSR-BI] cells, DiI-HDL uptake fluorescence, 3 h; 100 = double the neutral-control signal;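 active = mean replicate activation of at least 60% and every replicate at or above 60%; inconclusive = mean or all-replicate condition met, but not both; inactive = mean below 60% and not all replicates reaching 60%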;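 also: 0% = median plate neutral-control signal and 100% = twice that signal; values of inactives mirror those of a sister screen read the other way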
#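 Material – SR-BI-overexpressing, LDLR-lacking CHO cells · Medium – BSA-supplemented, HEPES-buffered Ham's F12, pH 7.4 · Doses – single concentration · Times – compound with DiI-HDL co-incubation, 3 h at 37 °C · Measured by – bottom-read fluorescence, 550/595 nm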
# Keap1-Nrf2 PPI: disrupts human Keap1 binding to Nrf2 peptide. Keap1 Kelch-Nrf2 peptide fluorescence polarization, 1536-well. inhibition, % at 9.4 µM. 340,000 compounds, 0.15% hits; in the data active = inhibition above about 12%; inconclusive = no clear call, values can overlap the other calls; inactive = below about 7.3%;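 also: human Keap1 Kelch domain with fluorescein labeled Nrf2 9mer peptide probe; 0% = neutral control wells and 100% = peptide positive control; higher means more block of Keap1 binding to Nrf2 peptide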
# DAGLB inhibitor: diacylglycerol lipase beta (human) inhibition; HEK293T DAGLB membrane lysate, EnzChek fluorogenic substrate; inhibition, % at 5.17 µM; 340,000 compounds, 0.059% hits; in the data active = inhibition above about 34%;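 also: 0% = enzyme with vehicle and 100% = wells lacking enzyme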
# Cardiac RTF inh: cardiac RTF calcium desensitization | 340,000 compounds, 0.12% hits | IANBD-labeled cardiac RTF, Ca2+ fluorescence | inhibition, % at 7.15 µM;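 active = inhibition above the mean inhibition of all tested compounds plus 3 SD, cut at about 17% in these data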;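 also: assay run at fixed EC70 calcium of 1.6 mM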
# Active calls of the source: *; ? = inconclusive; nt = no result given.
1: COc1cc(CCC(=O)OCC(=O)NCCc2ccc(S(N)(=O)=O)cc2)cc(OC)c1OC
2: COCCN(C(=S)Nc1cccc(C)c1)C(C)c1cccs1 (centres undefined)
3: Cc1cccc(-c2noc(CCC(=O)N3CCN(c4cc(C)ccc4C)CC3)n2)c1
4: CCOC(=O)C1=C(CN2CCc3ccccc32)NC(=O)NC1c1cc(C)ccc1C (centres undefined)
5: CCCc1cc(=O)oc2cc(OCC(=O)Nc3ccccn3)ccc12
6: C=CCNc1nc(C(F)(F)F)nc2c1nnn2Cc1ccccc1Cl
7: CCc1ccc(C(C)NC(=S)NCc2ccc(F)cc2)cc1 (centres undefined)
8: COc1ccc(C(=O)OCC(=O)c2c[nH]c3ccccc23)cc1OC
9: COc1ccccc1OCCCOc1c(C)cc(C)cc1Br
10: CC1CCN(C(=O)c2ccc(NC(=O)CC3SC(N4CCCC4)=NC3=O)cc2)CC1 (centres undefined)
assay / entry	1	2	3	4	5	6	7	8	9	10
Arrestin-AP2 inh	13	-6	4	7	35	10	13	5	1	-7
LANA DNA inh	-1.8	1.0	-1.3	0.8	0.7	nt	-0.7	1.8	0.6	0.2
NSD2 inh	-1	-1	nt	2	8	0	0	-2	-4	-1
SR-BI HDL uptake	-13	7	3	23	10	10	-17	52	10	-16
PKA-R2B activ	11	-3	1	-7	-2	3	-9	6	-7	-6
PvdQ inh	-7	-13	-21	2	16	8	-1	-13	-12	-7
SR-BI uptake up	13	-7	-3	-23	-10	-10	17	-52	-10	16
Keap1-Nrf2 PPI	1	-3	-7	2	5	3	0	-7	2	-3
DAGLB inhibitor	0	-8	-9	7	-1	-4	-4	-2	-14	0
Cardiac RTF inh	-12	5	-3	-2	-6	-5	6	-6	-2	-4

# Random excerpt: two records from the list
6: C=CCNc1nc(C(F)(F)F)nc2c1nnn2Cc1ccccc1Cl
4: CCOC(=O)C1=C(CN2CCc3ccccc32)NC(=O)NC1c1cc(C)ccc1C (centres undefined)
assay / entry	6	4
Arrestin-AP2 inh	10	7
LANA DNA inh	nt	0.8
NSD2 inh	0	2
SR-BI HDL uptake	10	23
PKA-R2B activ	3	-7
PvdQ inh	8	2
SR-BI uptake up	-10	-23
Keap1-Nrf2 PPI	3	2
DAGLB inhibitor	-4	7
Cardiac RTF inh	-5	-2

# (more compounds)
11: O=C(CCN1C(=O)/C(=C/c2ccccc2Cl)SC1=S)Nc1cccnc1
12: O=C(NNC1=NS(=O)(=O)c2ccccc21)c1ccc([N+](=O)[O-])cc1
13: CC1CN(S(=O)(=O)c2ccc(C(=O)N(CCCN(C)C)c3nc4c(Cl)cccc4s3)cc2)CC(C)O1 (centres undefined)
14: Cc1nn(CC(=O)Nc2ccc(N3CCOCC3)cc2)c(C)c1Br
15: Cc1noc(C)c1COc1ccc(C(=O)N2CCN(S(=O)(=O)c3ccc(Cl)cc3)CC2)cc1
16: CN(C)CCn1c(SCc2ccccc2C#N)nc2c(sc3ccccc32)c1=O
17: O=C(C[n+]1ccccc1)Nc1c(Cl)cc(Cl)cc1Cl
18: Cc1ccccc1NC(=O)CCc1c(C)nn(-c2ccc(N3CCCCC3)nn2)c1C
19: Cc1ccc(S(=O)(=O)N[C@@H](CC(C)C)C(=O)N2CCC(C(=O)N[C@@H](Cc3ccccc3)C(=O)O)CC2)cc1
20: CCCOc1ccc(C(=O)NCC(c2ccco2)N(C)C)cc1 (centres undefined)
assay / entry	11	12	13	14	15	16	17	18	19	20
Arrestin-AP2 inh	33	18	14	-1	-5	-3	7	15	13	4
LANA DNA inh	-1.3	-1.9	0.6	-0.2	-0.6	-0.7	0.5	-1.0	0.2	1.2
NSD2 inh	-3	20	7	-3	-2	2	-6	3	nt	0
SR-BI HDL uptake	3	-21	-11	42	4	-11	6	82*	-19	-20
PKA-R2B activ	6	-3	9	5	-4	3	nt	6	1	-4
PvdQ inh	2	3	-3	5	-16	-7	-7	14	8	-10
SR-BI uptake up	-3	21	11	-42	-4	11	-6	-82	19	20
Keap1-Nrf2 PPI	?	3	-2	-1	2	-4	-5	-2	-2	-5
DAGLB inhibitor	1	-5	-1	1	0	0	nt	0	1	2
Cardiac RTF inh	11	3	4	-3	-1	-5	nt	2	0	-2

21: CC1CCCC(NC(=O)CN2C(=O)NC(C)(c3cc(F)ccc3F)C2=O)C1C (centres undefined)
22: COc1ccc(OC)c(-n2c(SCC(=O)NCc3ccco3)nnc2-c2c[nH]c3ccccc23)c1
23: N#Cc1c(N)n(CCNC(=O)c2cccs2)c2nc3ccccc3nc12
24: Cc1nn(-c2ccccc2)c2c1C(c1ccc(F)cc1)C(C#N)=C(N)O2 (centres undefined)
25: CC(C)(C)[C@H]1COC(=O)CCC/C=C/C[C@H](CC(=O)N(CCO)Cc2ccccc2)C(=O)N1
26: CCn1c(=O)cc(SCC(=O)N(C)Cc2ccccc2)c2ccccc21
27: O=C(Nc1ccccc1C(=O)O)c1ccccc1
28: COc1cc(/C=C2/C(=N)N3C(=NC2=O)SN=C3S(=O)(=O)C(C)C)ccc1OC(=O)c1ccco1
29: O=C(Cc1c(Cl)cccc1Cl)OCC(=O)N1CCN(C(=O)c2ccco2)CC1
30: C=CCN(C(=O)CSC1=NC(=O)CN1C(C)=O)c1nc(C)c(-c2ccccc2)s1
assay / entry	21	22	23	24	25	26	27	28	29	30
Arrestin-AP2 inh	-3	9	4	13	6	20	3	9	-3	16
LANA DNA inh	-0.1	-1.5	-1.7	-3.5	0.7	-0.1	2.1	-8.8	-1.2	0.8
NSD2 inh	-1	nt	41	3	nt	-1	2	12	3	1
SR-BI HDL uptake	-19	-2	13	-3	-7	33	-10	-13	6	9
PKA-R2B activ	6	2	4	-9	-6	2	-1	-8	-11	-1
PvdQ inh	-12	-17	-6	6	1	6	-12	-1	-10	4
SR-BI uptake up	19	2	-13	3	7	-33	10	13	-6	-9
Keap1-Nrf2 PPI	-4	-4	-1	-2	-7	-3	-6	-6	5	-6
DAGLB inhibitor	-3	-2	2	5	-8	-4	5	4	2	-60
Cardiac RTF inh	-6	-5	-17	2	-1	-8	4	-2	-6	0

# Sorted by the number under Keap1-Nrf2 PPI (highest first): some entries from above.
no.	smiles	Arrestin-AP2 inh	LANA DNA inh	NSD2 inh	SR-BI HDL uptake	PKA-R2B activ	PvdQ inh	SR-BI uptake up	Keap1-Nrf2 PPI	DAGLB inhibitor
29	O=C(Cc1c(Cl)cccc1Cl)OCC(=O)N1CCN(C(=O)c2ccco2)CC1	-3	-1.2	3	6	-11	-10	-6	5	2
7	CCc1ccc(C(C)NC(=S)NCc2ccc(F)cc2)cc1 (centres undefined)	13	-0.7	0	-17	-9	-1	17	0	-4
22	COc1ccc(OC)c(-n2c(SCC(=O)NCc3ccco3)nnc2-c2c[nH]c3ccccc23)c1	9	-1.5	nt	-2	2	-17	2	-4	-2

# The list goes on:
31: COc1ccc(C(=O)OCC(=O)C(C)(C)C)cc1S(=O)(=O)N(C)CCc1cccnc1
32: CCCCNC(=O)c1ccc2c(c1)S(=O)(=O)c1ccccc1C2=O
33: CC(=O)c1ccc(N2CCN(C(=O)c3cc(-c4cccnc4)nc4ccc(Br)cc34)CC2)cc1
34: O=C(NCc1cccnc1)Nc1cccc(NC(=O)NCc2cccnc2)c1
35: Cc1cc(C)c(O)c(-c2cc(C(=O)NCCc3ccc(S(N)(=O)=O)cc3)[nH]n2)c1
36: CC(C(=O)Nc1nccs1)N1C(=O)C2CC=CCC2C1=O (centres undefined)
37: O=S(=O)(Nc1ccc(O)c(Sc2nc3ccccc3s2)c1)c1cccc2ccccc12
38: Fc1ccc(NC(=S)NC2CC3CCCC(C2)N3Cc2cccs2)cc1 (centres undefined)
39: Cc1ccc(C(=O)Nc2ccncc2)cc1S(=O)(=O)N1CCOCC1
40: CN(C(=O)c1cc(COc2ccc(F)cc2Cl)on1)C1CCCc2ccccc21 (centres undefined)
assay / entry	31	32	33	34	35	36	37	38	39	40
Arrestin-AP2 inh	8	17	-19	9	23	28	2	35	5	7
LANA DNA inh	-1.4	1.1	0.0	-0.5	-0.5	1.5	0.8	-0.7	1.5	0.0
NSD2 inh	-1	2	0	47	-4	-4	31	0	2	-3
SR-BI HDL uptake	-1	6	9	15	nt	-9	-17	-11	13	19
PKA-R2B activ	5	5	-4	9	1	6	-10	-4	4	-9
PvdQ inh	-12	0	-11	-7	3	5	-13	-1	6	-7
SR-BI uptake up	1	-6	-9	-15	nt	9	17	11	-13	-19
Keap1-Nrf2 PPI	-1	3	1	0	-2	-2	-4	0	-2	-1
DAGLB inhibitor	-1	-1	0	2	1	-2	1	0	1	-5
Cardiac RTF inh	-6	1	-1	-2	2	-2	-14	7	-1	-2

41: COC(=O)c1c(NC(=O)CN2C(=O)NC3(CCC(C(C)(C)C)CC3)C2=O)sc2c1CCCCC2 (centres undefined)
42: CCOC(=O)N1CCN(C(=O)c2cc3c(s2)-c2ccc(Cl)cc2S(=O)(=O)C3)CC1
43: COc1cccc(C(=O)N=c2sc3c(C)ccc(OC)c3n2C)c1
44: CSc1ncccc1C(=O)N1CCCC(C(=O)c2ccc3ccccc3c2)C1 (centres undefined)
45: COC(=O)c1c(NC(=O)COC(=O)CNC(=O)c2ccco2)sc(C)c1C
46: O=c1[nH]c(SCc2cccc(Cl)c2)nc2[nH]ncc12
47: CC(=O)Nc1ccc(S(=O)(=O)NCCc2c[nH]c3ccc(C)cc23)cc1
48: Fc1ccc2nc(Nc3nc4cc5c(cc4s3)OCO5)sc2c1
49: Nc1c(C(=O)Nc2ccc3c(c2)OCCO3)nnn1Cc1ccc(Br)cc1
50: COc1ccc([N+](=O)[O-])cc1N1C(=O)c2cccnc2C1=O
51: CCc1c(C)nc2ncnn2c1N1CCCC(C(=O)NCCc2ccc(OC)cc2)C1 (centres undefined)
assay / entry	41	42	43	44	45	46	47	48	49	50	51
Arrestin-AP2 inh	32	-8	5	4	-8	0	11	-3	-8	33	-1
LANA DNA inh	0.3	-0.1	0.7	0.3	0.4	-0.2	-3.4	0.5	-1.2	-0.4	0.5
NSD2 inh	1	-5	nt	-4	18	0	2	-1	-1	0	-1
SR-BI HDL uptake	-11	55	81*	41	3	-13	-12	5	9	-18	-4
PKA-R2B activ	-10	-12	6	-1	-1	0	-2	-3	3	4	-15
PvdQ inh	-10	2	-5	-6	-11	-8	-22	-25	-3	-1	-10
SR-BI uptake up	11	-55	-81	-41	-3	13	12	-5	-9	18	4
Keap1-Nrf2 PPI	-3	-1	5	-4	3	1	1	-1	-5	-1	-4
DAGLB inhibitor	0	4	-1	-2	2	-1	-2	1	-4	-2	-4
Cardiac RTF inh	-1	-1	-6	13	-10	4	-9	-14	6	-1	-4
